# Compound activity as filed in PubChem BioAssay.
# MCF10A rerep: inducers of DNA re-replication in MCF 10A breast cells | 350,000 tested, 2.9% active | MCF 10A DNA re-replication, Hoechst nuclear intensity, 48 h | Potency, µM (titrated, usually from 46.1 µM), inactives show at the top dose activity, positive = re-replication, hits mostly activators; further: potency means the concentration at half of the fitted maximal effect; % of control where 0% means no effect; nearly all actives have a fitted effect of over 50% in size
# KB-3-1 cytotox: KB-3-1 parental cell cytotoxicity; KB-3-1 viability, CellTiter-Glo ATP luminescence, 72 h; Potency, µM (titrated, usually from 46.1 µM), for inactives: at the top dose activity change, negative = cytotoxic, usual class: cytotoxic; 400,000 tested, 1.4% active; AID 1347075; further: potency means the concentration at half of the fitted maximal effect; on the % scale 0 is the no-effect control and ±100 the full control effect; nearly all actives have a fitted effect of over 60% in size
#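 Cytotoxicity in the drug-sensitive parental line KB-3-1 was scored as loss of CellTiter-Glo luminescence following 72 h incubation with compound. Values come from curve fitting of normalized concentration-response data.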
# SW480 rerep: induces DNA re-replication in SW480 colon adenocarcinoma cells. SW480 DNA re-replication, Hoechst DNA content imaging, 48 h. 340,000 tested, 1.8% active. Potency, µM (titrated, usually from 46.1 µM), inactives show top-dose re-replication activation, hits mostly activators; further: potency means the concentration at half of the fitted maximal effect; % of control where 0% means no effect; nearly all actives have a fitted effect of over 55% in size
#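 Treated cells incubate 48 hr (37 C, 5% CO2), are stained 40 min with Hoechst, and nuclear fluorescence is enumerated; a rise in nuclei with high DNA signal marks re-replication.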
# HT1080-NT tox: kills 2HG-producing HT-1080-NT fibrosarcoma cells; 360,000 tested, 1.6% active; Potency, µM (top dose mostly 46.1 µM), inactives show at the top dose activity, negative = less viability, actives largely listed as cytotoxic; HT-1080-NT fibrosarcoma viability, CellTiter-Glo ATP luminescence, 48 h; AID 686970;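 further: NT is the 2HG producing partner of a matched IDH1 knockdown line; potency means the concentration at half of the fitted maximal effect; 0% = DMSO-treated cells and -100% = media-only wells without cells; nearly all actives have a fitted effect of over 55% in size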
#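 Read-out is CellTiter-Glo luminescence after 10 minutes at room temperature, following 48 hours' compound treatment of HT-1080-NT cells (750 cells/well, RPMI, 5% FBS, 37 degrees C).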
# ATXN2 expr inh: inhibitors of ATXN2 expression. HEK-293 ATXN2-luciferase reporter, luminescence, 24 h. Potency, µM (highest dose often 57 µM), without a hit: top-dose activity change, negative = inhibition, usual class: inhibitors. 360,000 tested, 0.72% active; further: potency means the concentration at half of the fitted maximal effect; on the % scale 0 is the no-effect control and ±100 the full control effect; nearly all actives have a fitted effect of over 55% in size
#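 ATXN2-luciferase reporter cells (luciferase flanked by upstream and downstream ATXN2 gene portions) were treated 24 h at 37 °C with compounds at up to 57 uM. SteadyGlo luminescence gave expression; GF-AFC fluorescence gave viability.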
# IL1B secr inh: blocks inflammasome-driven IL-1 beta release; THP-1 LPS/ATP IL-1B secretion, AlphaLISA, 16 h; stronger effect = lower value; activity change, % at 57.5 µM; 360,000 tested, 4.7% active; AID 743279; in the data active means activity change below about -50%; inconclusive means mostly about -30% to -49%; further: on the % scale 0 is the no-effect control and ±100 the full control effect
#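 THP-1 cells pretreated 1 hr with compounds (up to 57.5 uM final), then stimulated with LPS (250 ng/mL final) plus ATP (1.25 mM final); secreted IL-1B measured by AlphaLISA after 16 hr, decreased signal indicating inhibition.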
# HT1080 IDH1KD tx: toxicity to HT-1080 IDH1 knockdown cells (counter line); HT-1080 IDH1 knockdown viability, ATP luminescence, 48 h; Potency, µM (titrated, usually from 46.1 µM), without a hit: at the top dose activity, negative = toxicity, actives largely listed as cytotoxic; 360,000 tested, 2% active; AID 686971;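 further: potency means the concentration at half of the fitted maximal effect; 0% = DMSO wells and -100% = cell-free medium wells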
#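 Knockdown cells (IDH1KD HT-1080) received compounds 2 h after plating at 750 cells/well and were kept 48 h at 37 °C in 5% FBS RPMI. A CellTiter-Glo luminescence read gave % activity for curve fitting.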
# ATXN viability: reduces viability in counter-screen for ATXN expression inhibitors; Potency, µM (series often up to 56.7 µM), most hits filed as cytotoxic; 400,000 tested, 0.49% active; S2 cells (HEK-293 line with an ATXN2-luciferase reporter) viability, CellTiter-Fluor protease fluorescence, 24 h; further: potency means the concentration at half of the fitted maximal effect; nearly all actives have a fitted effect of over 40% in size
# HepG2 tox: kills HepG2 cells in TGF-b inhibitor counter-screen; HepG2 CAGA-GFP viability, ATP luminescence, 18 h; Potency, µM (series often up to 46.1 µM), without a hit: top-dose activity change, negative = cytotoxicity, usual class: cytotoxic; 410,000 tested, 0.76% active; further: potency means the concentration at half of the fitted maximal effect; some results filed as inactive show a strong effect at the top dose
#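 CellTiter-Glo luminescence gave cytotoxicity after 18 hours at 37 degrees C. The cells were HepG2 CAGA-GFP in 1% FBS DMEM, stimulated with 500 pg/mL TGF-beta after compound addition. %Activity was normalised to no-cell wells (complete cell-killing) and DMSO (no toxicity), and curves were fitted and classified.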
# * marks the source's active call; other numbers are inactive results; i = inactive; u = inconclusive; x = no result given; [ ] = another dose, or the depositor's remark. Unless noted, the call rests on the fitted dose curve; in most records, active means well fitted curve in the direction sought with a large enough effect; inconclusive means small, poorly fitted or top-dose-only effect, or another doubt; inactive means no such curve, though single readings can be large; an effect the other way counts as inactive or inconclusive.
Molecule | MCF10A rerep | KB-3-1 cytotox | SW480 rerep | HT1080-NT tox | ATXN2 expr inh | IL1B secr inh | HT1080 IDH1KD tx | ATXN viability | HepG2 tox
O=c1[nH]c(CSc2ncnc3sc(-c4ccccc4)cc23)nc2ccccc12 | u | 20% | 2% | 1% | 9% | 28 | -1% | i | -5%
COc1ccccc1NC(=O)/C(=C/c1cccc([N+](=O)[O-])c1)c1ccccc1 | u | -15% | 12% | 0% | -17% | -3 | 10% | u | 3%
CCOc1ccc(-c2c(C(=O)N/N=C/c3ccc(OC(C)C)cc3)nnn2-c2nonc2N)cc1 | -2% | -5% | u | -8% | 2% | 38 | 0% | i | 12%
CCc1nnc2c(NCCc3ccccc3)nc3ccccc3n12 | 6% | 10% | 6% | -2% | x | 30 | 3% | i | 4%
CCC(C(=O)O)n1nnc(-c2ccc(-c3ccc(OC)cc3)cc2)n1 (stereo not given) | -4% | -3% | -8% | 1% | 50%[activator] | 7 | 10% | i | -8%
CN(Cc1ccccc1)S(=O)(=O)c1ccc(NC(=S)NC(=O)C2CCCC2)cc1 | 15µM* | 6.5µM* | 3.3µM* | 7.1µM* | -19% | 8 | 8.9µM* | i | -5%
C/C(=N\N=C(N)N)c1ccc(C)c(C)c1 | 14% | u | u | -23% | -4% | u | -28% | i | -1%
CCOC(=O)c1c(NC(=O)C2CC2)sc(C)c1CC | u | 1% | -1% | 4% | -28% | 2 | 10% | u | 4%
CN(Cc1ccc(Br)s1)C(=O)CNC(=O)c1ccc2c(c1)OCO2 | -1% | 5% | -8% | -1% | 4% | -12 | 1% | i | 3%
Cc1ccc(NC(=O)CS(=O)CC(=O)N(CC(=O)NC2CCCC2)c2ccc3c(c2)OCCO3)cc1 (stereo not given) | -4% | 4% | -1% | 0% | -32%[11.3 µM] | -16 | 9% | i | 15%
Clc1ccc(Oc2cnc3ccccc3n2)cc1 | 9% | u | 10% | 9% | 23% | 11 | 6% | i | -30%
Cn1nc(C(C)(C)C)c([N+](=O)[O-])c1C(N)=O | -1% | -3% | -11% | 10% | 5% | 1 | 12% | i | 4%
CC(=O)c1ccc(S(=O)(=O)Nc2ccc(-c3ccc(N4CCCCCC4)nn3)cc2)cc1 | x | -3% | x | x | 27% | x | x | u | -35%
Cc1ccc(Oc2ccc(N)cc2)cc1 | 14% | 12% | 2% | -13% | 5% | u | -19% | i | -16%
NC(=O)c1ccc(-n2nc(C(F)(F)F)c3c2CCCC3)cc1 | -1% | 1% | -2% | -4% | 44%[activator] | -7 | 4% | i | 2%
NC(=O)c1ccsc1NC(=O)Cc1ccc([N+](=O)[O-])cc1 | 1% | 14% | 4% | -12% | -4% | 20 | 1% | x | 30%
Cc1cc2cc(CN(Cc3cccs3)C(=S)NCc3ccco3)c(=O)[nH]c2cc1C | -1% | u | 1% | -4% | -1% | -7 | -5% | i | -4%
CCc1nc(N(CC)CC)c2oc3ccccc3c2n1 | 16% | -5% | 1% | -21% | -9% | 18 | -15% | i | -22%
CCOc1ccc(N(CC)C(=O)CCNC(=O)Cn2ccc3ccccc3c2=O)cc1 | 0% | -1% | -1% | -3% | 2% | 5 | 0% | u | -4%
CN(C)S(=O)(=O)c1ccc(N2CCCC2)c(C(=O)Nc2nc3ccccc3s2)c1 | u | u | u | -25% | 29% | u | u | i | 10%
COc1ccccc1NS(=O)(=O)c1ccc(C)c(NC(=O)NC2CCCCC2)c1 | 0% | -3% | -3% | -2% | -4% | u | -8% | i | -20%
CCOc1cc(N2CCOCC2)c(OCC)cc1NC(=O)COC(=O)c1ccccc1OC(F)F | 8% | 14% | -2% | 6% | u | 10 | 10% | u | -22%
CC(=O)c1cccc(S(=O)(=O)N2CCN(CCOc3ccccc3)CC2)c1 | 4% | -20% | -8% | -3% | x | 1 | -10% | i | -45%
Cc1noc(C)c1CSc1ncnc2ccccc12 | 5% | 2% | -5%[9.22 µM] | -5% | 16% | 7 | -11% | i | -21%
CC1(C(=O)Nc2ccc(Cl)c(Cl)c2)CCN1Cc1ccccc1OC(F)F (stereo not given) | x | u | x | -2% | 0% | u | 2% | u | -3%
CN(CC(=O)NC1CCCCC1)S(=O)(=O)c1ccc(Br)s1 | -1% | 0% | -1% | 4% | -8% | 3 | 14% | i | 2%
COC(=O)c1ccc(OC)c(Cn2c(=O)n(C)c(=O)c3sccc32)c1 | 4%[9.22 µM] | 5% | -80%[inhibitor] | 4% | 4% | -8 | 2% | i | -5%
O=C(CSc1nc(=O)n(CCCN2CCOCC2)c2c1CCC2)Nc1cccc(F)c1 | 11% | -2% | 7% | -13% | 7% | -20 | -3% | i | -6%
CCCc1nc2oc3c(OCC)ncnc3c2c2c1COC(C)(C)C2 | 28% | -8% | -2% | 5% | -10% | -15 | -1% | i | -5%
O=c1oc2ccccc2cc1-c1nc(-c2cccs2)no1 | x | 6% | x | x | 38%[activator] | x | x | u | 3%
C/C(N)=C(/C#N)C(=O)COC(=O)c1cccc2ccccc12 | -1% | -4% | 6% | -5% | x | 20 | 0% | i | 1%
O=C1Nc2ccccc2-n2nnnc2C1N1CCN(C(=O)C2CCCO2)CC1 (stereo not given) | x | 6% | x | 22% | x | 23 | 12% | x | x
Cc1ccc(NC(=O)c2c(NC(=O)CCC(=O)O)sc3c2CCCCC3)cc1 | u | 3% | -12% | u | -6%[11.3 µM] | 9 | u | i | -15%
CCOC(=O)c1ccccc1NC(=O)COC(=O)CN1C(=O)C2CC=CCC2C1=O (stereo not given) | 6% | x | -4% | 1% | 5% | 14 | -15% | i | 0%
COc1ccc(CC(=O)NCCC(C)C)cc1S(=O)(=O)N1CCOCC1 | -3% | -12% | -3% | 19% | -10% | 17 | 14% | i | 0%
COc1ccc(NC(=O)COC(=O)CCC2CCCC2)c(OC)c1 | 6% | -1% | -9% | 5% | 10% | -1 | 5% | i | 0%
COC(=O)[C@@]1(Cc2ccc(F)cc2)[C@H]2c3cc(C(=O)N(C)C)n(CCF)c3C[C@H]2CN1C(=O)c1ccccc1 | x | 9% | x | -30% | -12% | -27 | u | i | x
O=C(COc1ccccc1)NNc1nc2c(F)cc(F)cc2s1 | -7% | 5% | -4% | 11% | -2% | 8 | 0% | i | -4%
CC(=O)Nc1ccc(S(=O)(=O)N(C)CC(=O)OC(C)C(=O)NC2(C#N)CCCCC2)cc1 (stereo not given) | x | 1% | x | 9% | x | 2 | 4% | i | 4%
O=C(CNc1ccc2ccccc2c1)NNC1=NCCC1 | -12% | -2% | -5% | -1% | x | -7 | 0% | i | -3%

# The listing continues.
# Results follow in this order: MCF10A rerep, KB-3-1 cytotox, SW480 rerep, HT1080-NT tox, ATXN2 expr inh, IL1B secr inh, HT1080 IDH1KD tx, ATXN viability, HepG2 tox
- Cc1ccc(NC(=O)CSc2nnc(CSc3nc(C)cc(C)n3)n2Cc2ccco2)c(C)c1
→ 2%, 2%, -11%, -12%, -18%, u, -8%, i, -21%
- CCC(C(=O)NC1CCCC1)N(Cc1ccc2c(c1)OCO2)C(=O)c1snc(C(N)=O)c1N (stereo not given)
→ 4%, 3%, -2%, 11%, -19%, -24, -3%, i, 0%
- CC1=C(C(=O)N2CCCCC2)C(c2cccs2)C2=C(CCCC2=O)N1 (stereo not given)
→ 3%, -1%, 1%, 12%, -9%, 19, 7%, i, 5%
- Cc1ccc(Cl)cc1N1CCN(C(=O)C2CCN(S(=O)(=O)Cc3ccccc3)CC2)CC1
→ x, -9%, x, x, -5%, x, x, i, -20%
- CCOc1ccc(NC(=O)CN(C)C(=O)c2ccc(OCC(=O)N3CCOCC3)c(OC)c2)cc1OCC
→ 1%, 9%, -3%, 2%, 0%, 13, 1%, u, -2%
- COc1ccc(NC(C)=O)cc1S(=O)(=O)NCc1ccc2c(c1)OCO2
→ x, 2%, x, -1%, x, 0, 1%, i, -5%
- O=S(=O)(c1ccc(Cl)cc1)N1CCCc2ccccc21
→ u, -17%, 1%, 3%, 7%, 22, 1%, i, -13%
- Cc1ccc(/C=N/N2CCN(Cc3cccc4ccccc34)CC2)o1
→ u, -23%, 0%, 1%, -16%, u, -3%, i, 1%
- O=C(CCNc1ccc(Cl)cc1)c1cccs1
→ u, 13%, 2%, 0%, 29%, u, -6%, u, -14%
- COc1ccc(S(=O)(=O)N2CCC(Oc3ccc(-n4cnnn4)cc3)CC2)cc1
→ x, -2%, x, x, 3%, x, x, i, -20%
- Cc1cnc(CN(C)C(=O)c2ccc3oc(Cc4ccccc4)nc3c2)[nH]1
→ 14%, -3%, -5%, 0%, 9%, 1, -8%, i, 20%

# Already shown: four of the compounds above.
# Results follow in this order: MCF10A rerep, KB-3-1 cytotox, SW480 rerep, HT1080-NT tox, ATXN2 expr inh, IL1B secr inh, HT1080 IDH1KD tx, ATXN viability, HepG2 tox
- Cc1ccc(NC(=O)CSc2nnc(CSc3nc(C)cc(C)n3)n2Cc2ccco2)c(C)c1
→ 2%, 2%, -11%, -12%, -18%, u, -8%, i, -21%
- CCC(C(=O)NC1CCCC1)N(Cc1ccc2c(c1)OCO2)C(=O)c1snc(C(N)=O)c1N (stereo not given)
→ 4%, 3%, -2%, 11%, -19%, -24, -3%, i, 0%
- CC1=C(C(=O)N2CCCCC2)C(c2cccs2)C2=C(CCCC2=O)N1 (stereo not given)
→ 3%, -1%, 1%, 12%, -9%, 19, 7%, i, 5%
- Cc1ccc(Cl)cc1N1CCN(C(=O)C2CCN(S(=O)(=O)Cc3ccccc3)CC2)CC1
→ x, -9%, x, x, -5%, x, x, i, -20%

# Compounds were not picked by outcome. About 8.9% of those tested had a hit in this group.
